Dengue-2 NS5 capping: Dengue-2 NS5 methyltransferase inhibitors, primary screen, biochemical, confirmation dose response (AID 588689); Genome polyprotein (Dengue virus type 2 (strain 16681-PDK53)); Dengue-2 NS5 methyltransferase capping enzyme assay, biochemical; higher % means a stronger effect; one-dose inhibition, % at 25 µM; IC50 in µM for titrated hits; 340,000 compounds, 0.3% hits; in the data active = a potency from the dose series; inconclusive = inhibition above about 29% without an active follow-up result
Rac1 GTP hydrolysis: MgcRacGAP GTPase-activating activity inhibitors, confirmation, biochemical, ADP Hunter fluorescence; inhibition, % at 30 µM; hits with a dose series show IC50 in µM; AID 624330, 2012; 340,000 compounds, 0.6% hits; MgcRacGAP-stimulated Rac1 GTP hydrolysis, ADP Hunter fluorescence; higher % means a stronger effect; GST-tagged Rac1 F28L mutant substrate;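 active = first-screen hits whose inhibition reached a set limit at any dose in the follow-up dose series; inconclusive = inhibition above the set first-screen limit but never retested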;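 note: fluorescence reports GDP produced by GAP-driven GTP hydrolysis; strong numbers were not always called active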
Large T inhibition: SV40 large T antigen inhibitors, biochemical (AID 1903); 310,000 compounds, 0.39% hits; SV40 large T antigen ATPase/helicase inhibition assay; higher % means a stronger effect; inhibition, % at 20 µM, or IC50 in µM where a hit was titrated; in the data active = a potency from the dose series; inconclusive = inhibition mostly from about 32% at the one dose, without a potency; inactive = the rest, 99 in 100 with inhibition below about 32%; note: strong numbers were not always called active
RSV antiviral HEp-2: RSV antiviral activity via CPE protection, HEp-2 cells, primary 10 µM value included (AID 2391); CPE inhibition, % at 10 µM, or IC50 in µM where a hit was titrated; HEp-2 cells, RSV-induced CPE inhibition; higher % means a stronger effect; 310,000 compounds, 0.13% hits; in the data active = a potency from the dose series; inconclusive = CPE inhibition mostly from about 23% at the one dose, without a potency; inactive = the rest, 99 in 100 with CPE inhibition below about 21%; note: strong numbers were not always called active
LYP inhibition: inhibitors of LYP phosphatase, biochemical, fluorescence intensity, uHTS (AID 1779); Tyrosine-protein phosphatase non-receptor type 22 (Homo sapiens); recombinant LYP phosphatase, fluorescence intensity; higher % means a stronger effect; inhibition, % at 11.5 µM; hits with a dose series show IC50 in µM; 290,000 compounds, 0.054% hits; in the data active = inhibition above about 50%;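 note: plate controls were vehicle with enzyme for no effect and no enzyme for full effect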
Salmonella PhoP GFP: inhibitors of PhoP regulon expression, primary screen, Salmonella Typhimurium, GFP reporter (AID 1863); inhibition, % at 50 µM; hits with a dose series show IC50 in µM; S. Typhimurium PhoP-regulated promoter GFP reporter, 4 h; higher % means a stronger effect; 300,000 compounds, 0.16% hits;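 active = inhibition over 29.93%, a cutoff 3 SD above the screen mean, later confirmed by dose response; inconclusive = inhibition over 29.93% but no dose response follow-up; inactive = inhibition at most 29.93% or unconfirmed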;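 note: 0% = low Mg2+ inducing control and 100% = high Mg2+ repressing control; strong numbers were not always called active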
GPR35 antagonists: GPR35 antagonists blocking zaprinast-driven arrestin recruitment, primary screen, imaging, U2OS, beta-arrestin-GFP, zaprinast agonist (AID 2058). G-protein coupled receptor 35 (Homo sapiens). U2OS GPR35 beta-arrestin-GFP translocation imaging, zaprinast antagonism; higher % means a stronger effect. inhibition, % at 10 µM; hits with a dose series show IC50 in µM. 290,000 compounds, 0.052% hits;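 active = inhibition of at least 50% with at least 30 cells and total cytoplasm GFP at most 10,000,000; inconclusive = under 30 cells or total GFP of 10,000,000 plus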
West Nile antiviral: West Nile virus antiviral activity, cell-based, CPE readout (AID 1621). West Nile virus-infected cells, CPE inhibition; higher % means a stronger effect. one-dose CPE inhibition, % at 10 µM; IC50 in µM for titrated hits. 290,000 compounds, 0.02% hits; in the data active = a potency from the dose series; inconclusive = CPE inhibition mostly from about 3.7% at the one dose, without a potency; inactive = the rest, 99 in 100 with CPE inhibition below about 2.2%; note: strong numbers were not always called active
CSM14.1 death rescue: rescue of cells from ER stress-induced death, primary screen, 384-well, CSM14.1, thapsigargin, ATP luminescence (AID 1222). CSM14.1 thapsigargin-induced death rescue, ATP luminescence; higher % means a stronger effect. cellular ATP content (survival), % at 20 µM, or EC50 in µM where a hit was titrated. 190,000 tested, under 10 active;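 active = EC50 below 50 µM in the dose-response confirmation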;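 note: death triggered by thapsigargin at about 15 µM added after 2 h compound pretreatment; cell ATP read after overnight thapsigargin exposure of roughly 18 to 22 hours; normalized against plate controls of thapsigargin alone and 5% DMSO vehicle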
Dengue-2 NS5 capping pilot replicate: second read-out of Dengue-2 NS5 capping, no call of its own (marks repeat the call); inhibition, %; measured here: pilot screen replicate inhibition
* hit, by the source's call; u = inconclusive; x = no result given.

SMILES	Dengue-2 NS5 capping	Rac1 GTP hydrolysis	Large T inhibition	RSV antiviral HEp-2	LYP inhibition	Salmonella PhoP GFP	GPR35 antagonists	West Nile antiviral	CSM14.1 death rescue	others
Cc1nn(CC(=O)Nc2ccc3c(c2)nc(CN2CCCCC2)n3C)c(=O)c2ccccc12	-7%	6%	8%	0.4%	-1%	-2%	-3%	0.2%	6.5%
Nc1nc(Nc2ccccc2Br)nc(C(F)(F)F)n1	-1%	19%	-4%	20%	0%	-4%	16%	-0.4%	-0.8%
CCOc1nc(Nc2ccc(OC)c(Cl)c2)nc(OCC)n1	-3%	-6%	7%	14%	-3%	-5%	7%	x	-0.3%
CCOc1ccc(CCNC(=O)c2ccc(C)c(NC3=NC4CS(=O)(=O)CC4S3)c2)cc1 (stereo not drawn)	-3%	10%	4%	0.9%	-9%	-8%	13%	0.1%	x
CC1(C)C(c2ccccc2)=[N+]([O-])CN1O	0%	7%	2%	0.5%	-9%	2%	6%	0.2%	2.6%
COc1ccccc1C1N(c2ccc(Cl)cc2)C(=O)C2CCCN21 (stereo not drawn)	-5%	10%	9%	8.2%	-6%	-7%	4%	-0.4%	-2.2%
CCOC(=O)c1cn(CC(=O)Nc2ccc3c(c2)OCCO3)nn1	-4%	3%	6%	-0.6%	0%	6%	-10%	0.2%	-2.9%
CC1=CC(c2ccccc2)NC(=S)N1 (stereo not drawn)	-1%	52%	6%	3.2%	-6%	9%	-5%	-0.9%	-1.4%
Cc1ccc(Cn2c(C(C)Nc3nc(-c4ccc(F)cc4)cs3)nc3cc(C(F)(F)F)ccc32)cc1 (stereo not drawn)	-12%	9%	21%	13%	x	-4%	x	-0.2%	x
Cc1ccc2nc(N3CCN(S(=O)(=O)c4ccc5c(c4)OCCO5)CC3)c(C#N)cc2c1	-5%	10%	3%	6.6%	-8%	-15%	10%	-0.8%	-0.3%
COc1cccc(N2C(=O)/C(=C\c3cccs3)NC2=S)c1	-5%	4%	24%	0.2%	-1%	-9%	-2%	0.6%	0.2%
COc1cccc(C(=O)N2CCCN(C)CC2)c1OC	-9%	13%	25%	1.5%	-7%	-5%	-5%	0.4%	x
CCOC(=O)c1ccccc1NC(=O)c1nc2nccc(C)n2n1	7%	8%	0%	-0.4%	5%	-3%	1%	-0.2%	-1.3%
NC(CCC(=O)O)C12CC3CC(CC(C3)C1)C2 (stereo not drawn)	-2%	3%	4%	-0.1%	5%	2%	-3%	0.4%	0.8%
COc1ccc(N(CC(=O)NC2CCCCC2)C(=O)CCC(=O)Nc2nc(C)cs2)cc1OC	-4%	4%	15%	20%	1%	-12%	-11%	-0.6%	x
CN(C)S(=O)(=O)c1ccc(Oc2ccc(S(=O)(=O)N(C)C)cc2)cc1	4%	-1%	0%	-1.0%	1%	8%	2%	-0.6%	-3.1%
CC(C)NC(=O)C1CCN(Cc2cnn(-c3ccccc3)c2-n2cccc2)CC1	-7%	8%	-1%	0.3%	-4%	6%	8%	-0.5%	-1.6%
COc1ccc(OC)c(NC(=O)CN(c2ccc(C)cc2)S(=O)(=O)c2c(C)n[nH]c2C)c1	-8%	-10%	16%	4.8%	-10%	5%	0%	0.5%	x
COc1ccc(-n2nnc3c(=O)n(CC(=O)N4CCCCC4)cnc32)cc1	-3%	7%	12%	1.6%	-7%	x	-8%	-0.1%	-2.4%
Cc1cccc(C)c1OCC(=O)Nc1cccc(NC(=O)c2ccco2)c1	-2%	6%	6%	9.3%	-2%	-17%	9%	0.2%	1.2%
O=C(Cn1cc2c(n1)CCCC2)Nc1cc(-c2cccc(Cl)c2)no1	-5%	0%	-7%	5.0%	1%	16%	-17%	-0.2%	-1.2%
COc1ccc(-c2nnc(SCc3ccc(C(=O)O)cc3)n2C)cc1OC	-5%	9%	5%	0.9%	-11%	-2%	-12%	-0.2%	x
COc1ccc(S(=O)(=O)N2Cc3ccccc3CC2C(=O)N2CCOCC2)cc1 (stereo not drawn)	1%	6%	x	1.7%	-8%	x	-6%	-0.2%	1.0%
COc1ccccc1CN(C)C(=O)c1cc(-c2cccs2)nc2ccccc12	-2%	2%	1%	8.3%	-2%	10%	-17%	0.0%	x
Cc1nnc(SCC(=O)NC2CCCC2)s1	-5%	6%	5%	2.9%	-11%	2%	-2%	-0.5%	-0.4%
Clc1ccc(OCCN2CCOCC2)cc1	2%	12%	17%	0.7%	-8%	7%	8%	0.0%	x	Dengue-2 NS5 capping pilot replicate=-3.9
CCOc1ccc(C2CC(c3cccc(C)c3)n3ncnc3N2)cc1 (stereo not drawn)	0%	-5%	4%	3.3%	-5%	6%	-3%	-0.5%	0.6%
CCc1nnc(NC(=O)CSc2ncc(-c3ccccc3)n2C)s1	-3%	8%	-4%	1.4%	-5%	6%	-4%	0.3%	5.7%
CC(=O)C1=C(C)N2CCN=C2S1	4%	1%	3%	1.3%	-7%	2%	-3%	0.2%	x
COCc1cc(C)nc(OCC(=O)N/N=C/c2ccc(OC)c(O)c2)c1C#N	-5%	26%	36%	0.3%	-3%	-3%	7%	-0.4%	-1.5%
O=C(Nc1nccs1)c1ccc(Cl)cc1[N+](=O)[O-]	-3%	4%	-1%	-0.6%	-8%	-9%	-4%	-0.8%	-1.2%
COc1ccc(N2C(=O)CC(Sc3nc(C)c4c(n3)CCCC4)C2=O)cc1 (stereo not drawn)	4%	12%	3%	1.5%	-1%	30%	4%	0.1%	-1.2%
O=C1CC(SC(=Nc2ccccc2)Nc2ccccc2)C(=O)N1c1ccc(Cl)c(Cl)c1 (stereo not drawn)	0%	7%	6%	6.3%	14%	1%	-3%	-1.0%	-3.4%
CCOC(=O)Cn1c(=N)n(CCOc2cccc(C)c2)c2ccccc21	-9%	10%	-3%	2.3%	-4%	-7%	4%	0.2%	4.0%
COC(=O)C1CCN(CC(=O)NC(=O)NC2CCCCC2)CC1	-2%	1%	2%	2.4%	-11%	-13%	-21%	-0.1%	-0.7%
O=C1C(=O)N(Cc2cccnc2)C(c2ccc(Br)cc2)/C1=C(\O)c1ccc2c(c1)OCCO2 (stereo not drawn)	5%	6%	9%	4.5%	-6%	-10%	8%	1.9%	x
CC(NC(=O)c1ccccc1)c1nc2ccccc2n1Cc1ccccc1F (stereo not drawn)	x	x	5%	1.9%	-5%	-4%	-10%	x	-0.4%
O=C(O)c1cc(NCc2ccccc2C(F)(F)F)ccc1N1CCOCC1	15%	1%	17%	1.8%	-8%	5%	18%	-0.2%	-0.7%	Dengue-2 NS5 capping pilot replicate=-0.8
Cc1ccc2[nH]c(=O)c(CN(c3cccc(C)c3C)S(=O)(=O)c3ccccc3)cc2c1	11%	8%	5%	0.3%	-2%	9%	12%	0.3%	x
COc1ccc(-n2c(-c3cccc(OC)c3)nc(=S)c3c2CCCC3)cc1	-46%	12%	18%	1.7%	-4%	-5%	21%	-0.7%	3.0%
COc1ccc(-c2csc3ncnc(N4CCN(c5ccccc5)CC4)c23)cc1	2%	11%	12%	2.1%	-4%	1%	-1%	-0.4%	x
FC(F)(F)c1cccc(NC(=S)N2CCN(c3ccccc3)CC2)c1	-11%	-5%	12%	7.0%	4%	-10%	0%	0.0%	2.0%
CCOC(=O)C1(Cc2cccc(Cl)c2)CCCN(C(=O)c2cccc(C)n2)C1 (stereo not drawn)	-1%	2%	8%	14%	-6%	-3%	-2%	-2.1%	1.1%
Cc1ccc(C(=O)O/N=C(\N)c2ccccc2)c(Cl)c1	-2%	5%	25%	1.3%	-4%	-3%	-4%	-0.2%	x
O=C(NCC(=O)N(CC1CCCO1)C(C(=O)NC1CCCC1)c1cccnc1)c1ccco1 (stereo not drawn)	-12%	3%	5%	0.2%	-7%	5%	-11%	0.4%	-1.3%

Brought forward from above: 2 entries, then new ones.
SMILES	Dengue-2 NS5 capping	Rac1 GTP hydrolysis	Large T inhibition	RSV antiviral HEp-2	LYP inhibition	Salmonella PhoP GFP	GPR35 antagonists	West Nile antiviral	CSM14.1 death rescue	others
Cc1ccc(C(=O)O/N=C(\N)c2ccccc2)c(Cl)c1	-2%	5%	25%	1.3%	-4%	-3%	-4%	-0.2%	x
O=C(NCC(=O)N(CC1CCCO1)C(C(=O)NC1CCCC1)c1cccnc1)c1ccco1 (stereo not drawn)	-12%	3%	5%	0.2%	-7%	5%	-11%	0.4%	-1.3%
Cc1cc(-c2[nH]nc3c2C(c2ccc(Cl)cc2)C(C#N)=C(N)O3)c(C)s1 (stereo not drawn)	2%	3%	20%	1.0%	-1%	6%	-19%	0.2%	-2.3%
O=C(O)c1ccc(Nc2cnc3ccccc3n2)cc1	1%	10%	7%	2.6%	-5%	1%	-10%	0.6%	-0.1%
CC1CCc2nc(NC(=O)C3COc4ccccc4O3)sc2C1 (stereo not drawn)	-3%	2%	0%	1.5%	3%	-9%	-2%	0.3%	x
CC(C)Cn1nc(NC(=O)C2CCCO2)c2cc3ccccc3nc21 (stereo not drawn)	3%	12%	-2%	0.9%	-3%	-5%	-2%	x	3.6%
CCc1ccc(OCC(=O)NC2CCCCC2)c(Br)c1	3%	7%	-2%	4.9%	-4%	-2%	4%	x	x
Cc1cc(=O)oc2cc(OCC(=O)Nc3nnc(CC(C)C)s3)ccc12	10%	3%	2%	u	-2%	-1%	-16%	0.3%	-0.6%
CCn1c(SCC(=O)NC2CCCCC2)nnc1-c1cccs1	-2%	2%	5%	-0.8%	-5%	3%	-1%	-0.3%	1.1%
CCOC(=O)c1[nH]ncc1CN1CCCC(C(=O)c2ccc(SC)cc2)C1 (stereo not drawn)	2%	3%	5%	0.2%	-8%	3%	3%	0.0%	-0.8%
CC1=C(C#N)C(c2ccoc2)C(C(=O)OCc2ccccc2)=C(N)S1 (stereo not drawn)	-7%	15%	4%	0.5%	5%	0%	-1%	0.3%	-4.0%
CS(=O)(=O)N(CC(N)=O)c1cccc(Br)c1	6%	10%	15%	-0.5%	-4%	-4%	-5%	0.1%	-1.3%
Cc1ccc(NC(=O)Nc2ccccc2C(N)=O)cc1	-7%	10%	10%	-0.3%	-7%	-1%	5%	0.9%	x
O=C(CCc1nnc(CCC2CCCCC2)o1)NCc1ccon1	2%	6%	37%	0.7%	-7%	1%	0%	0.0%	-1.9%
CCCNC(=O)c1ccccc1NC(=O)c1ccc2c(c1)NC(=O)C(C)S2 (stereo not drawn)	-1%	4%	27%	0.3%	-1%	-4%	6%	0.9%	x
Cn1cc(SCC(=O)NCc2ccc(F)cc2)c2ccccc21	-9%	4%	-1%	-0.7%	-4%	-5%	-2%	-0.6%	-0.5%

Assay outcomes: PubChem, several laboratories
